CF NFkB inh – inhibitors of PAF-induced NF-kB signaling, primary screen, cell-based, GFP fluorescence, uHTS; inhibition, % at 5 µM; 360,000 tested, 0.86% active; KKLEB NF-kB-GFP reporter, GFP fluorescence overnight;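 active = at least 50% inhibition at 5 µM, scaled per plate between neutral and stimulator controls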;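 note: PAF is a Pseudomonas aeruginosa culture filtrate used as stimulus; plate controls were PAF-stimulated DMSO wells for no effect and unstimulated DMSO wells for full effect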
NR2E3 ag-1 – NR2E3 agonists in two-hybrid cells, primary screen, cell-based, luminescence, CHO-S, Gal4-NCOR/VP16-NR2E3. Photoreceptor-specific nuclear receptor (Homo sapiens), Q9Y5X4. luciferase. inhibition of corepressor binding, % at 3.98 µM. 360,000 tested, 0.35% active. AID 602229, 2012;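 active = inhibition above the mean of all tested compounds plus 3 SD, cut at about 70% in these data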;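 note: 0% = DMSO with NR2E3 transfected cells and 100% = cells lacking NR2E3 construct; higher means lower luciferase signal from less NR2E3 corepressor binding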
Target sequence (Q9Y5X4 whole entry, looked up, the tested form may be a part): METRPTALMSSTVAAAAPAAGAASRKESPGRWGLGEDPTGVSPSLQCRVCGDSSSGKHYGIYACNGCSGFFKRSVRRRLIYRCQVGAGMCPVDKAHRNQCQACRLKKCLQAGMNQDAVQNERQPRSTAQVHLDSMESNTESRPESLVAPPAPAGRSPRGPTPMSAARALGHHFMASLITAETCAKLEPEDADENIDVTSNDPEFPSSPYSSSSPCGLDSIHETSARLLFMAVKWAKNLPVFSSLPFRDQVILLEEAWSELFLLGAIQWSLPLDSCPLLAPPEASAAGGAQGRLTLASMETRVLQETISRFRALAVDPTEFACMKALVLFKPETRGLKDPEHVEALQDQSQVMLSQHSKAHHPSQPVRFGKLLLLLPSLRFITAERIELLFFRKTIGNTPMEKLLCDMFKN
iPSC survival up – enhancers of single-cell hiPSC survival, primary screen, ATPlite luminescence. 100% = ROCK inhibitor wells, 0% = DMSO. AID 602274, 2012. 360,000 tested, 0.044% active. survival enhancement, % at 20 µM; in the data active = survival enhancement above about 18%;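 note: cells exposed to compounds for 16 hours before the ATP read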
LMP1 NFkB inh – EBV LMP1-driven NF-kappaB luciferase reporter inhibitors, primary screen, cell-based, luminescence, single point; 350,000 tested, 0.69% active; LMP1-induced NF-kappaB luciferase reporter cells; inhibition, % at 12.5 µM; in the data active = inhibition above about 41%;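 note: 0% = neutral control wells and 100% = reference inhibitor control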
NR2E3 ag-2 – inhibitors of NR2E3-RetCOR corepressor binding, primary screen, NR2E3 agonist project, biochemical, TR-FRET, GST-NR2E3, biotin-RetCOR; 1536-well; AID 2300, 2010; inhibition of corepressor binding, % at 4.78 µM; 320,000 tested, 0.12% active; Photoreceptor-specific nuclear receptor (Homo sapiens), Q9Y5X4;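 active = percent inhibition above the cutoff of mean plus 3 SD of all tested compounds, set per screening campaign, cut at about 20% in these data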;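 note: 0% = DMSO wells and 100% = biotin wells as full block of FRET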
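Test system: GST-NR2E3 and biotin-RetCOR proteins | Quantity: 1.35 nM GST-tagged NR2E3 final | Medium: Tris pH 7.5 | Also added: 7 nM biotin-RetCOR | Dosing: Compound at 4.8 µM, single dose | Timing: 5 h at 4 °C | Detection: Time-resolved FRET | Read-out basis: Percent inhibition | Benchmarks: Biotin wells as high control, 0.6% DMSO wells as low control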
C8 TRAIL sens – viability loss with TRAIL in NB7+C8 cells, primary screen, TRAIL sensitizer project, cell-based, ATPlite luminescence. 360,000 tested, 1% active. inhibition (viability loss, TRAIL sensitization), % at 10 µM;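 active = compounds causing at least 50% loss of cell viability in the single-dose screen, relative to plate controls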
MITF TRPM1 inh – inhibitors of MITF-dependent TRPM1 promoter reporter, primary screen, cell-based, SK-MEL-5, single point, luciferase; SK-MEL-5 TRPM1 promoter luciferase, 24 h; inhibition, % at 12.5 µM; 330,000 tested, 0.83% active;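 active = mean inhibition across replicates of 60% or more, whatever share of single replicates reaches that level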; note: values of inactives mirror those of a sister screen read the other way
Peg3 promoter – Peg3 promoter-driven luciferase inhibitors, primary screen, cell-based, HeLa, luciferase luminescence; HeLa PEG-Prom luciferase reporter, overnight; inhibition, % at 20 µM; 360,000 tested, 1.7% active;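 active = inhibition of at least 50% at 20 µM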
KKLEB cytotox – cytotoxicity in KKLEB CF airway cells, primary screen, cytotoxicity control for CF NF-kB inhibitor project, cell-based, uHTS, fluorescence assay plates. activity change (cytotoxicity), % at 5 µM. 360,000 tested, 0.36% active. AID 602141, 2011. KKLEB CF airway cells viability, ATPlite luminescence, overnight; hits give low values; cells stimulated with P. aeruginosa culture filtrate;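 active = corrected activity change at or below -50% at 5 µM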
Shn3 inh set2 – reduction of Shn3 3'UTR firefly luciferase signal, primary screen, Schnurri-3 inhibitor project, cell-based, Clone20 osteoblasts, set 2 | Clone20 osteoblast Shn3 3'UTR firefly luciferase, 24 h | 360,000 tested, 0.52% active | AID 588674, 2011 | inhibition, % at 12.5 µM;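 active = mean inhibition of at least 75% with every replicate also reaching 75%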;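 note: 0% = median of neutral control wells and 100% = pilot-screen positive control compound; some compounds past the cut are filed as inactive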
HIF-2a inh – HIF-2a reporter inhibitors, primary screen, luminescence, 786-0 RCC cells; 360,000 tested, 0.72% active; inhibition, % at 18.8 µM; 786-0 RCC cells HIF-2a reporter, luciferase luminescence, overnight; AID 624352, 2012;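 active = inhibition of the luminescence signal of 40% or more relative to plate controls, in a single-dose primary screen at 18.75 µM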
The depositor's hits bear a star; x = not tested or not shown. Only part of the results is shown (hit frequency here may not be typical).

Start of the data: the first 3 compounds as a preview:
SMILES | CF NFkB inh | NR2E3 ag-1 | iPSC survival up | LMP1 NFkB inh | NR2E3 ag-2 | C8 TRAIL sens | MITF TRPM1 inh | Peg3 promoter | KKLEB cytotox | Shn3 inh set2 | HIF-2a inh
COc1ccc(C2c3[nH]c4ccccc4c3C[C@H]3C(=O)N(C4CCN(Cc5ccccc5)CC4)CC(=O)N23)c(OC)c1 (stereo not given in full) | 14 | -27 | 0.1 | 0 | 1 | 6 | 5 | 18 | 2 | 16 | 26
COc1ccccc1S(=O)(=O)N1CCn2cccc2C1C (stereo not given) | 4 | -3 | 0.9 | 0 | x | 29 | 13 | 21 | -6 | -1 | 7
Cc1ccc(NC(=O)CSc2ccc(S(=O)(=O)N3CCCC3)cn2)cc1F | -16 | 13 | 0.2 | 4 | 3 | 1 | 6 | 5 | 4 | -2 | -16

Main list, from the start:
SMILES | CF NFkB inh | NR2E3 ag-1 | iPSC survival up | LMP1 NFkB inh | NR2E3 ag-2 | C8 TRAIL sens | MITF TRPM1 inh | Peg3 promoter | KKLEB cytotox | Shn3 inh set2 | HIF-2a inh
COc1ccc(C2c3[nH]c4ccccc4c3C[C@H]3C(=O)N(C4CCN(Cc5ccccc5)CC4)CC(=O)N23)c(OC)c1 (stereo not given in full) | 14 | -27 | 0.1 | 0 | 1 | 6 | 5 | 18 | 2 | 16 | 26
COc1ccccc1S(=O)(=O)N1CCn2cccc2C1C (stereo not given) | 4 | -3 | 0.9 | 0 | x | 29 | 13 | 21 | -6 | -1 | 7
Cc1ccc(NC(=O)CSc2ccc(S(=O)(=O)N3CCCC3)cn2)cc1F | -16 | 13 | 0.2 | 4 | 3 | 1 | 6 | 5 | 4 | -2 | -16
Cc1nn(C)cc1C1C(C#N)=C(N)N(c2cccnc2)C2=C1C(=O)CCC2 (stereo not given) | 8 | -6 | 1.7 | -5 | 1 | -3 | 0 | -2 | 10 | 0 | 11
CCN(Cc1ccccc1)c1ccc(/C=N/N=C(N)N)cc1 | 35 | 7 | -1.7 | -10 | 2 | 23 | 64* | 108* | -18 | 83 | 93*
CCn1c(SCC(=O)c2ccc3c(c2)OCCO3)nnc1C(C)C | 9 | -17 | -1.1 | -3 | -2 | -5 | -15 | -66 | 0 | -18 | -80
COc1ccc2c(c1)CCc1c(C(=O)NCCN3CCOCC3)noc1-2 | 4 | -14 | -2.4 | -7 | -1 | 5 | -4 | 13 | 7 | 3 | -15
CCN1CCN(CC(=O)Nc2ccc(OC(F)(F)F)cc2)CC1 | -4 | -9 | -0.9 | -6 | -2 | 25 | 4 | 13 | 6 | -27 | 13
CC1CCCC(NC(=O)COC(=O)COc2ccccc2Cl)C1C (stereo not given) | 5 | 5 | 5.0 | 2 | 4 | -4 | 7 | 11 | -6 | -5 | 17
COc1ccc(S(=O)(=O)Nc2cc3c(C(C)=O)c(C)oc3c3ccccc23)cc1 | 37 | 26 | 4.7 | 2 | 2 | 4 | 41 | -2 | -9 | 4 | 25
Cc1noc(C)c1NC(=O)N(C)C[C@@H]1Oc2ccc(NC(=O)C3CCCCC3)cc2C(=O)N([C@@H](C)CO)C[C@H]1C | 6 | -5 | -1.5 | -7 | x | -6 | -4 | 8 | 2 | -11 | 25
CC(C)c1nnc(NC(=O)C2CCCO2)s1 (stereo not given) | 3 | -28 | 1.0 | 3 | 0 | -1 | -12 | -25 | -1 | -20 | -31
Cc1cc(C)nc(N2CCCC(C(=O)NCc3ccccc3)C2)n1 (stereo not given) | 11 | -14 | 0.7 | 9 | 1 | -16 | 2 | 2 | -5 | -22 | 22
COc1ccc(C(=S)NCS(=O)(=O)c2ccc(C)cc2)cc1 | -3 | 5 | -0.8 | -4 | -1 | -5 | 3 | 6 | 4 | 19 | 11
CCCNC(=S)NCc1ccc(Cl)cc1 | 3 | 9 | 3.0 | -2 | 3 | -8 | 5 | 6 | -1 | -35 | 27
O=C(CCc1nc2sc3c(c2c(=O)[nH]1)CCCC3)NCCc1ccc(F)cc1 | 13 | 24 | 1.4 | -1 | 2 | -7 | -2 | 0 | 6 | 7 | 12
COc1cc2nc(SCc3ccc(F)cc3)n(Cc3cccs3)c(=N)c2cc1OC | 7 | -29 | 2.6 | -2 | -1 | -8 | 11 | 10 | -6 | 6 | 14
C/C(=N\N=C\c1ccccc1)c1nnn(-c2nonc2N)c1C | -18 | -26 | -2.8 | -5 | 1 | 5 | -39 | -101 | 17 | -2 | -81
O=C(Nc1ccccn1)c1ccc2ccccc2c1O | 2 | -182 | 0.4 | -19 | -1 | 6 | -88 | -239 | -4 | -122 | -286
COC(=O)c1sc(OC)cc1OCc1ccc(C)cc1 | -5 | -11 | 2.5 | -3 | -6 | 6 | -20 | -15 | -2 | 4 | -10
CCc1ccc(N(CC(=O)Nc2ccccc2C(=O)N2CCOCC2)S(C)(=O)=O)cc1 | -8 | 7 | -1.3 | 5 | 0 | 22 | 2 | 16 | 7 | 1 | 13
COc1cccc(OCc2nc3c4cnn(-c5ccccc5)c4ncn3n2)c1 | 4 | -17 | -0.6 | 0 | 2 | -21 | -18 | -15 | 7 | 13 | -28
CC(=O)c1ccc(NC(=O)c2cccs2)cc1 | 1 | -95 | -0.3 | -12 | 4 | 29 | -53 | -251 | 9 | -109 | -135
COc1ccc(OC)c2[nH]c(=O)c(CCNS(=O)(=O)c3ccccc3)cc12 | -3 | -24 | -1.4 | 1 | 2 | -24 | 7 | 3 | 4 | 4 | 20
CCN1CCN(C(=O)c2cc3cc(Cl)ccc3[nH]2)CC1 | -1 | -4 | 0.0 | -1 | 3 | 5 | -5 | -18 | 4 | -15 | -38
Cc1cc(N)c(NC2=CC(=O)CC(C)(C)C2)cc1C | -10 | -111 | -1.1 | -4 | -2 | -12 | -8 | 4 | 15 | -27 | -16
O=C(NCC1CCCO1)c1ccc(COCC(F)(F)C(F)F)cc1 (stereo not given) | 18 | -5 | 0.8 | -10 | 1 | -2 | -13 | -18 | -6 | -1 | -54
COc1ccc(S(=O)(=O)N2CCOCC2)cc1NC(=O)c1cc(C)oc1C | -6 | -11 | 0.2 | 2 | 2 | -3 | -6 | 11 | 5 | 2 | -4
Cc1ccc(N(C)C(=O)c2ccc(CNc3c(N4CCC(C)CC4)c(=O)c3=O)cc2)cc1 | 3 | 2 | -0.4 | -8 | 1 | 3 | 4 | 9 | 18 | -5 | 21
COc1ccc(CNC(=O)COC(=O)c2ccc(Br)c(S(=O)(=O)N3CCOCC3)c2)cc1 | -4 | -30 | -0.4 | -1 | x | 1 | 10 | -1 | 1 | -4 | -2
CN(C)c1cccc(C(=O)NN2C(=O)NC3(CCCCC3)C2=O)c1 | 7 | -41 | -0.6 | -11 | 6 | 12 | -16 | -108 | 12 | -40 | -73
O=C(CCN1C(=O)/C(=C\c2ccc(F)cc2)SC1=S)Nc1ccccc1 | -8 | -6 | 0.1 | 6 | -1 | 0 | -8 | 12 | 3 | 10 | 0
COc1ccc(N2CCN(C(CNS(=O)(=O)c3ccc(C)cc3)c3ccccc3)CC2)cc1 (stereo not given) | -3 | 17 | 0.7 | -1 | x | -7 | -3 | 3 | 6 | 10 | -1
CCN(C(=O)COC(=O)CNS(=O)(=O)c1ccc2ccccc2c1)C1CCCCC1 | 9 | -11 | 0.1 | 2 | -2 | 1 | 4 | -3 | -20 | -1 | 4
O=S(=O)(c1ccc(Br)cc1)N1CCCC1c1nc2ccccc2s1 (stereo not given) | 14 | -12 | -1.6 | 1 | 7 | 9 | -7 | 17 | -8 | 10 | 24
COc1ccc(-c2nc(N)n(C(=O)c3cccs3)n2)cc1 | -4 | -3 | -0.4 | -3 | 2 | -2 | 20 | 5 | 10 | 10 | -4
COc1ccc(-n2c(SC)nnc2-c2c[nH]c3ccccc23)cc1 | -18 | 14 | -1.4 | -2 | -1 | 1 | 1 | 13 | 16 | 10 | -4
O=C(Nc1c(-c2ccc(Cl)cc2)[nH][nH]c1=O)c1ccccc1Cl | -19 | 6 | -2.0 | x | x | -6 | x | -5 | 16 | 4 | 11
CN(CC(=O)Nc1ccc(F)cc1)C(=O)CCc1ccccc1 | -1 | 6 | 1.1 | -16 | 3 | 10 | -2 | 2 | 2 | -5 | 8
CCCCN(C(C)=O)c1c(CC)nc2ccc(C(=O)NCCOc3ccc(OC)cc3)cn12 | 10 | 10 | 0.5 | x | x | 0 | x | 7 | 1 | -14 | 5
CN(C)N(C)C(=O)C(O)(c1ccccc1)c1ccccc1 | 1 | 18 | -0.9 | 2 | 1 | -2 | -13 | 1 | 7 | 10 | 13
Fc1ccc(CSc2nnc(-c3ccncc3)o2)cc1 | 45 | -42 | -3.1 | 6 | 4 | 0 | -21 | -61 | 0 | 2 | -71
Cc1ccc(S(=O)(=O)N2CCN(C(=O)c3sccc3C)CC2)cc1 | 5 | 14 | 0.0 | -2 | 1 | 4 | -3 | 2 | -4 | -5 | 11
S=c1[nH]nc(-c2ccc3ccccc3n2)n1-c1ccc2ncccc2c1 | -5 | -40 | 0.4 | -14 | 4 | -4 | -28 | -24 | 13 | 9 | -47
CN1CCCN(S(=O)(=O)c2ccc(Cl)c(Cl)c2)CC1 | 6 | 4 | 1.6 | -1 | x | 0 | -7 | 12 | 4 | -34 | 18
CCOC(=O)C1(CC2CC2)CCN(S(=O)(=O)C[C@]23CC[C@H](CC2=O)C3(C)C)CC1 | 5 | 7 | 3.7 | 1 | 1 | -5 | -1 | 11 | 10 | 3 | 11
CCN(CCCNC(=O)CN1C(=O)COc2ccc(S(=O)(=O)N3CCC(C)CC3)cc21)Cc1ccccc1 | 5 | -1 | 0.1 | 3 | -4 | 2 | 3 | -21 | 11 | 19 | 9
COC(=O)C1CN(C(=O)COc2ccccc2)c2ccccc2O1 (stereo not given) | 7 | -14 | 0.2 | -2 | -3 | -10 | 1 | 9 | -3 | 2 | -3
NS(=O)(=O)c1ccc(NC(=S)N2CCN(Cc3ccc4c(c3)OCO4)CC2)cc1 | 1 | 0 | 0.9 | 0 | 1 | -4 | -5 | 11 | 4 | -11 | 16
CC(=O)c1c(C)[nH]c(C(=O)OCc2cccc(Cl)c2)c1C | -96 | -59 | 0.0 | -14 | -1 | -1 | -29 | -162 | 17 | -7 | -194
Cc1cc(O)c(N)c(C)c1Cl | 8 | -41 | -1.1 | -8 | -2 | 0 | 6 | 2 | 9 | 15 | 1
Cc1ccc(CN2CCC(NC(=O)c3ccccc3)CC2)cc1 | 1 | -26 | -0.3 | -1 | 3 | -7 | 18 | 31 | 5 | 3 | 10

Bioassay records as filed in PubChem.
